HttQ103 aggreg – inhibitors of mutant huntingtin aggregate formation in PC12 cells; PC12 HttQ103-GFP aggregates, Acumen cytometry, 40 h; AID 1688; hit rate 1.1% among 220,000; Potency, µM (doses to about 46.1 µM), for the others: at the top dose activity change, negative = inhibition, usual class: inhibitors; note: potency is the fitted concentration of half-maximal effect; % is set by controls: 0 for no effect and ±100 for the full control effect; nearly all actives have a fitted effect of over 60% in size
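Aggregate formation scored by laser-scanning cytometer (488 excitation, 500–530 emission) in lysed PC12 cells expressing Q103-GFP after 100 nM tebufenozide induction; library tested in dose series, with ATPLite reagent added in the multiplex.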
CBFb RUNX1 block – inhibitors of human CBF-beta and RUNX1 interaction. Q01196+Q13951. AlphaScreen CBFb-His/RUNX1-biotin binding, biochemical. Potency, µM (doses to about 59.8 µM), for inactives: at the highest dose activity, negative = inhibition, most hits filed as inhibitors. 230,000 tested, under 10 active; note: % of control where 0% means no effect
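AlphaScreen proximity signal reports loss of binding between His-tagged CBF-beta and biotin-labelled RUNX1, each at 30 nM. Proteins are pre-associated for 20 minutes, compounds added for 15 minutes, then beads for 90 minutes, all at ambient temperature.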
KinaseGlo FLuc – Kinase-Glo luciferase inhibition (counter-screen). Potency, µM (top dose mostly 38.3 µM), for inactives: at the top dose activity change, negative = inhibition, most hits filed as inhibitors. hit rate 0.28% among 200,000. Kinase-Glo luciferase, ATP luminescence, 8 min. Q27757; note: potency is the fitted concentration of half-maximal effect; % is set by controls: 0 for no effect and ±100 for the full control effect; nearly all actives have a fitted effect of over 60% in size
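Substrate mix (final 50 mM imidazole pH 7.2, 50 mM KCl, 7 mM MgCl2, 10 uM ATP, 0.01% Tween 20, 0.05% BSA) plus pin-tool compound, then Kinase-Glo detection mix; 8 min ambient, luminescence read.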
IMPase Li cell – cell-permeable IMPase inhibitors with lithium potentiation. CHO-M1 cells, IP1 TR-FRET (IP-One), carbachol + lithium. Potency, µM (doses to about 59.4 µM), for inactives: top-dose activity, negative = IMPase inhibition, hits mostly inhibitors. hit rate 0.35% among 210,000. AID 1457;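 note: IP1 builds up when IMPase is blocked and the TR-FRET signal falls; potency is the fitted concentration of half-maximal effect; plate controls were basal vehicle for no effect and high inhibitor control for full effect; nearly all actives have a fitted effect of over 50% in size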
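Concentration–response in CHO-M1 cells, lithium-potentiated; 30 min at 37C. IP1 detected by competitive TR-FRET after 10 min lysis at RT. Hill-fitted AC50.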
L3MBTL1 block – inhibitors of human L3MBTL1 | AID 485360 | AlphaScreen L3MBTL1–H3K9me1 peptide binding | Potency, µM (series often up to 57.1 µM), for inactives: at the highest dose activity, negative = inhibition, most hits filed as inhibitors | Q9Y468 | hit rate 0.66% among 230,000; note: potency is the fitted concentration of half-maximal effect; % is set by controls: 0 for no effect and ±100 for the full control effect; nearly all actives have a fitted effect of over 60% in size
Target sequence (Q9Y468 whole entry, looked up): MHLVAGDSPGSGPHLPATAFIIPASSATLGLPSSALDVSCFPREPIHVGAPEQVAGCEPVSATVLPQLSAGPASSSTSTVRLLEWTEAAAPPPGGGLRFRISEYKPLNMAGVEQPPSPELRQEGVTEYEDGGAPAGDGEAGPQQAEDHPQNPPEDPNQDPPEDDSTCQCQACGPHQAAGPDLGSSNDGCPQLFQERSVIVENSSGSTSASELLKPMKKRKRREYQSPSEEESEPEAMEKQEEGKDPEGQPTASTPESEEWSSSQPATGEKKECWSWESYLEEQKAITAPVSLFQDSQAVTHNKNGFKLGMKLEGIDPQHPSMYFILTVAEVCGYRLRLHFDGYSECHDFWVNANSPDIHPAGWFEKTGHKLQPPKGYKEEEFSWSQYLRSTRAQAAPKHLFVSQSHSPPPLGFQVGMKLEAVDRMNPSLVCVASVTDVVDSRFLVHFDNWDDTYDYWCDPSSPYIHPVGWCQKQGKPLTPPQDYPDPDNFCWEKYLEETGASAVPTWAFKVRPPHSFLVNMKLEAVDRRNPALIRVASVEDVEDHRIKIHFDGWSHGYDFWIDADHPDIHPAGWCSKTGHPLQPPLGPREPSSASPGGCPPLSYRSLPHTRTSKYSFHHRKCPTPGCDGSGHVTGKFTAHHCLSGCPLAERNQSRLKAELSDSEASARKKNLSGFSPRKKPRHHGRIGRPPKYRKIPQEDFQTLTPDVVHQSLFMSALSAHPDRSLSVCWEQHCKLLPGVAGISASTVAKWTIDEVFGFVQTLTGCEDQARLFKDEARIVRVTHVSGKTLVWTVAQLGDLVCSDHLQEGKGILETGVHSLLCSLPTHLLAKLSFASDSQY
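Read-out is AlphaScreen signal from streptavidin donor and nickel chelate acceptor beads (10 ug/mL final each) bridging L3MBTL1 (50 nM) and biotinylated K9-monomethylated H3(1-15) peptide (75 nM), after 30 min compound exposure at room temperature.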
Epigenetic reg – derepresses silenced GFP reporter in murine cells; murine LDR cells, GFP reporter derepression, 30 h; Potency, µM (doses to about 53.9 µM), inactives show at the top dose GFP activation, actives largely listed as activators; hit rate 0.2% among 280,000; AID 1865; note: potency is the fitted concentration of half-maximal effect; % of control where 0% means no effect; nearly all actives have a fitted effect of over 60% in size
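Derepression of a silenced CMV-GFP reporter in murine LDR cells is scored by enumerating GFP-positive cells with a laser-scanning microplate cytometer after 30 hours of treatment at 37 C.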
NPSR antag – blocks cAMP signaling of the human neuropeptide S receptor; Q6W5P4; CHO-NPSR cells, cAMP TR-FRET, antagonist mode; Potency, µM (highest dose often 38.3 µM), inactives show top-dose activity change, negative = inhibition, actives largely listed as inhibitors; hit rate 1% among 220,000; note: potency is the fitted concentration of half-maximal effect; % is set by controls: 0 for no effect and ±100 for the full control effect; nearly all actives have a fitted effect of over 50% in size; many of its hits are not listed in these tables
* hit, by the source's call; ? = inconclusive; . = no result given; [ ] = remark or other dose. Calls come from the whole dose curve; as a rule, active = well fitted curve in the direction sought with a large enough effect; inconclusive = small, poorly fitted or top-dose-only effect, or another doubt; inactive = no such curve, though single readings can be large; an effect the other way counts as inactive or inconclusive. A portion of the library, so the mix of outcomes need not match the whole.

Value order – HttQ103 aggreg, CBFb RUNX1 block, KinaseGlo FLuc, IMPase Li cell, L3MBTL1 block, Epigenetic reg, NPSR antag
CC(=O)OC1CC(OC(C)=O)[C@]2(C)C(CC(=O)[C@]3(C)C2CC[C@@]2(C)C(C(=O)O)OC(=O)C4OC423)C1(C)C (stereo partly specified)
→ ., 7%, 1%, 0%, ., -0.3%, .
Cc1ccc(OCc2nc(-c3ccccc3)no2)c(C)c1
→ -7%, ?, -2%, 11%[38.3 µM], 47%[activator], -0.8%, 3%[7.67 µM]
CCCNC(=O)c1cnc(Sc2ncc(C(F)(F)F)cc2Cl)n1C
→ -2%[9.22 µM], -1%, 2%, -13%[38.3 µM], ., -0.8%, -2%[46.1 µM]
COCCNC(=O)c1noc2c1CCc1cc(OC)ccc1-2
→ -7%, -2%, -2%, 13%[38.3 µM], 2%, 1.9%, -7%[46.1 µM]
C=CCn1c(C#N)c(N)sc1=N
→ -14%, -2%, ., ., -10%, -1.0%, -11%[46.1 µM]
CCOc1ccc(C2C(C(=O)O)CCC(=O)N2C2CCCCC2)cc1 (stereo unspecified)
→ -9%, 2%, -1%, -7%, ., 0.0%, -18%
O=C(Cn1c(-c2ccccc2)noc1=O)Nc1ccc(S(=O)(=O)N2CCOCC2)cc1
→ -9%, -8%, 1%, -11%[38.3 µM], -1%, 1.9%, 1%[46.1 µM]
O=C(CSc1ncc(-c2ccc(F)cc2)[nH]1)Nc1cccc(O)c1
→ -12%, -5%, -2%, 15%[38.3 µM], ., -1.0%, -4%[46.1 µM]
CCCN1CCN(CCCNC(=S)Nc2ccc(OC)cc2)CC1
→ 21%, 2%, -2%, -2%, -6%, 0.0%, 18%
CC(C)N1CCN(Cc2cccn2-c2ccccn2)CC1CCO (stereo unspecified)
→ -1%[9.22 µM], 10%, ., 4%, -7%, -0.1%, -12%
Clc1nc(Nc2ccccc2)nc(Nc2ccccc2)n1
→ 0%, 2%, -3%, 13%, 1%, 0.0%, -24%
COc1cc(/C=C2\SC(c3ccc(C)cc3)=NC2=O)cc(OC)c1O
→ 21%, -19%, -26%, 49%[activator], ?, -2.2%, 2µM*
O=C(O)C1CCCCC1C(=O)Nc1ccc(-c2ccccc2)cc1 (stereo unspecified)
→ 3%[9.22 µM], -2%, 1%, 0%, 1%, 7.1%, -7%
COC(=O)c1ccc(Cl)c(NC(C)=O)c1
→ -3%, 11%, -1%, 14%[38.3 µM], -9%, 0.0%, 0%[46.1 µM]
CCCOC(=O)Nc1sc2c(c1C(=O)OCC)CCC2
→ 20%[9.22 µM], 4%, 0%, 2%[38.3 µM], ., -0.3%, -9%[46.1 µM]
O=C(COC(=O)c1cccs1)Nc1ccccc1C(F)(F)F
→ ?, 7%, 1%, 21%, -2%, -1.1%, 3%
CCN(CC)c1nc(Oc2ccc(C(=O)OC)cc2)nc(N2CCOCC2)n1
→ 15%[9.22 µM], -4%, 0%, 29%, 9%, -1.9%[10.1 µM], ?
Cn1c(=O)c2c(-c3ccccc3)n(Cc3cccnc3)cc2n(C)c1=O
→ -8%, 7%, 0%, -8%[38.3 µM], 2%, -0.7%, -6%[46.1 µM]
CSc1nc2[nH]c3c(c2c2nnnn12)CCCC3
→ ?, -6%, -1%, 12%[38.3 µM], -4%, -1.3%, -11%[46.1 µM]
CCCCSc1nc2sc3c(c2c(=O)[nH]1)CCC3
→ -20%, 13%, -4%, -1%, -4%, 0.0%, -3%[46.1 µM]
CC(=O)c1cc2c(cc1NC(=O)c1ccc(C)cc1)OCO2
→ -6%, 10%, 0%, -3%, 7%, 1.1%, -2%
COc1ccccc1CC(=O)Nc1ccc(-c2noc(COc3cccc(C)c3C)n2)cc1
→ -7%, 6%, -6%, 14%[38.3 µM], ., 0.8%, -24%[46.1 µM]
COc1ccc(C(=O)NNC(=O)C(=O)NCc2ccccc2)cc1
→ -5%[9.22 µM], -4%, 0%, -7%, -19%, 0.6%, 16%
NS(=O)(=O)c1ccc(CNC(=S)Nc2ccc(Cl)c(Cl)c2)cc1
→ ?, -1%, ., -9%, ., 1.3%, -15%
COC(=O)[C@@H](NC(=O)N(C1CCCCC1)C1CCCCC1)C(C)C
→ 14%, 4%, 0%, -1%[38.3 µM], 4%, -1.1%, -12%[46.1 µM]
Cc1noc(C)c1S(=O)(=O)N1CCC(Cc2ccccc2)CC1
→ -27%, 10%, -4%, 28%[38.3 µM], 15%, -1.1%, -22%[46.1 µM]
Cc1ccc(N=Cc2nc(-c3ccc(C)cc3)oc2O)cc1
→ 8%, 18%, 3%, -11%, ., -3.5%, 1%
CCC(=O)Nc1cc(-c2nn(CC(=O)N3CCCCC3)c(=O)c3ccccc23)ccc1N1CCOCC1
→ 2%, 1%, -1%, 32%[38.3 µM], ., 0.7%, -5%[46.1 µM]
COCCNC(=O)c1ccccc1N(Cc1ccccc1)S(=O)(=O)c1ccc(C)cc1
→ -1%[9.22 µM], 5%, -1%, 5%, -2%, 2.3%, -13%
O=C(CSc1nnc(C2COc3ccccc3O2)o1)N1CCCCC1 (stereo unspecified)
→ 13%, 1%, -2%, -2%[38.3 µM], ., -5.0%, -6%[46.1 µM]
CC(C)(C)NC(=O)c1ccccc1-c1nc(-c2ccccc2Cl)no1
→ 3%, -2%, -4%, -3%[38.3 µM], 0%, -1.8%, -14%[46.1 µM]
Cc1ccc(S(=O)(=O)NCC(=O)N/N=C/c2ccc(Cl)cc2Cl)cc1
→ 3%, 5%, 3%, -6%, -4%, -1.1%, -30%
Cc1noc(C)c1S(=O)(=O)N(CC(=O)O)c1ccc2c(c1)OCO2
→ 8%, -2%, -1%, -15%[38.3 µM], -9%, -0.9%, -4%[46.1 µM]
O=C(/C=C/c1ccccc1Cl)c1cccnc1
→ -4%, -7%, 12%, 37%[activator][38.3 µM], ., ?, -6%[46.1 µM]
O=[N+]([O-])c1cccc(-c2nnc(-c3ccccc3)o2)c1
→ ., -2%, -12%, 0%, -9%, -1.1%, -8%
O=C(N/N=C/c1cccs1)c1cncc(Br)c1
→ -13%, 3%, 9%, -4%, ., 2.9%, -17%
Cc1ccc(Oc2ncccc2NC(=O)CC2(CC(=O)O)CCCC2)c2c1CCC2
→ -16%[9.22 µM], -5%, ., ., ., -1.6%, -11%
O=C(/C=C/c1ccc2c(c1)OCO2)c1ccccc1
→ ., -2%, -9%, 0%, ., 6.3%, .
COC(=O)Nc1ccc(S(=O)(=O)Nc2ccc(O)cc2)cc1
→ -5%, 8%, 2%, 0%, -2%, -2.0%, -5%[46.1 µM]
COC(=O)C(NC(=O)c1ccco1)(Nc1cc(C)ccn1)C(F)(F)F (stereo unspecified)
→ 21%, -1%, 2%, 2%, 13%, 0.1%, 3%[46.1 µM]
COc1ccc2[nH]c(CN3CCC(CO)(CCOc4ccccc4)CC3)c(C)c2c1
→ 14%[9.22 µM], -7%, 0%, 14%, ?, 3.7%, ?
CCOC(=O)c1sc(N/N=C/c2cccc(C)c2)nc1C
→ 19%, 3%, 0%, 10%[38.3 µM], 4%, 0.0%, -18%[46.1 µM]
COc1ccc(OC)c(-n2nnnc2SCC(=O)N2CCN(C(=O)c3ccco3)CC2)c1
→ 24%[9.22 µM], -11%, -1%, -2%, -3%, -1.4%, -3%
O=C(NCCc1c[nH]c2ccccc12)C(=O)NCC1OCCCN1S(=O)(=O)c1ccccc1 (stereo unspecified)
→ 16%, 2%, 1%, 7%, -11%, 2.1%, 4%
CC(C)(C)C(O)CN1CCCC1 (stereo unspecified)
→ 12%, -4%, -1%, -6%, ., -2.2%, 27%
CCOC(=O)c1nnn(-c2nonc2N)c1-c1ccc(Cl)cc1
→ 8%, -1%, 6%, -3%, 16%, -2.7%, -19%
COC(=O)Cc1cc(=O)n2[nH]cnc2n1
→ -7%, -10%, 0%, 4%[38.3 µM], -3%, -0.9%, -5%[46.1 µM]
CCCCSc1nc2c(cnn2-c2ccc(F)cc2)c(=O)[nH]1
→ 2%, 5%, 2%, 17%[38.3 µM], -11%, -0.8%, -3%[46.1 µM]
Cc1cc(=O)oc2c(C)c(OCC(=O)N(C)C)ccc12
→ 14%, -1%, 2%, 2%[38.3 µM], ., -1.0%, -1%[46.1 µM]
O=C(NCc1ccco1)c1ccc2c(c1)N(Cc1ccc(Cl)cc1)CCS2
→ 10%[9.22 µM], -15%, ., ., ., -1.9%, -15%
Cc1ccccc1NC(=S)NC(NC(=O)C(C)(C)C)C(Cl)(Cl)Cl (stereo unspecified)
→ 10%, 7%, ., ., 1%, -0.2%, -17%[46.1 µM]
CCN(CC)C(=O)Cn1cc(C(=O)C(=O)N2CC=C(c3ccccc3)CC2)c2ccccc21
→ -17%, 7%, -1%, 11%, ., 2.1%, -28%
Cc1nc(CS(=O)(=O)c2ccccc2)cc(Sc2ccccc2Cl)n1
→ 4%, 8%, 3%, 11%[38.3 µM], ?, -2.3%, -17%[46.1 µM]
O=C(O)CSCc1nc2ccccc2s1
→ -3%, 4%, 3%, -7%[38.3 µM], 9%, -0.1%, 3%[46.1 µM]
Cc1cc(C)c2c(=O)n(-c3ccccc3)[nH]c2n1
→ -5%, 7%, -1%, 21%[38.3 µM], 0%, -8.2%, ?
CC(=O)CC(=O)Nc1cccc2c1CCCC2
→ 3%, 1%, -2%, 6%[38.3 µM], 2%, 2.2%, 0%[46.1 µM]
O=C(Nc1ccc(F)cc1F)N1CCN(C/C=C/c2ccccc2)CC1
→ -12%, -1%, -6%, -3%[38.3 µM], ., -4.8%, 0%[46.1 µM]
COC(=O)CSc1nc2c(c(=O)[nH]c(=O)n2C)n1CCC(C)C
→ 5%, 7%, 0%, -2%, 10%, -2.0%, -11%[46.1 µM]
Clc1cccc(N2CCN(CCNc3nc4ccccc4n4cnnc34)CC2)c1
→ 8%, 5%, 0%, 34%[activator][38.3 µM], 5%, 3.9%, -1%[46.1 µM]
COc1ccc(O)c(/C=N/NC(=O)CSc2nnc(C)n2-c2ccccc2)c1
→ 7.9µM*, -2%, 0%, 1%[38.3 µM], 4%, -1.1%, -4%[46.1 µM]

The results go on.
Value order – HttQ103 aggreg, CBFb RUNX1 block, KinaseGlo FLuc, IMPase Li cell, L3MBTL1 block, Epigenetic reg, NPSR antag
Cc1cccc2[nH]c3c(N4CC=C(c5ccc(F)cc5)CC4)ncnc3c12
→ 3%[9.22 µM], -5%, ., ., -20%, 0.4%, 31%
COc1ccc(CN2CCN(Cc3csc(C(C)=O)c3)CC2CCO)c(C)c1C (stereo unspecified)
→ -6%[9.22 µM], -5%, -1%, 9%, 12%, 0.0%, 8%
COc1ccc(/C=C/C(=O)N2CCCc3ccccc32)cc1
→ -2%, -2%, -5%, 9%, -10%, 0.0%, -9%
O=C(CC1CS(=O)(=O)CC1CC(=O)Oc1ccccc1F)Oc1ccccc1F (stereo unspecified)
→ 3%, -1%, -4%, -2%, 12%, -6.9%, -4%
CC(=O)Nc1sc2c(c1C#N)CCC2
→ -4%, 0%, 1%, -8%, 3%, 1.1%, 17%

Screening data from PubChem.
